High-throughput results (PubChem BioAssay)
ARFGAP1 inh – rat ARFGAP1 inhibition. Arfgap1-stimulated ARF1 GTP hydrolysis, GDP FP detection. inhibition, % at 16.5 µM. actives 0.26% (n = 360,000). AID 651572;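 active = inhibition above a per-plate limit, mean inhibition of low control wells plus 3 SD, cut at about 25% in these data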;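 note: 0% = DMSO wells with enzyme and 100% = wells lacking Arfgap1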
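Assay system: Rat Arfgap1 GAP domain (His6, aa 1-136), purified enzyme | Buffer or medium: HEPES 25 mM pH 7.5, NaCl 150 mM, MgCl2, DTT | Schedule: GTP hydrolysis reaction 2 h at 25 °C | Signal: FP of antibody-bound GDP Alexa 633 tracer, ex 620/em 688 nm | Measure: Percent inhibition of Arfgap1-stimulated GTP hydrolysis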
ASAP1 GAP inh – blocks human ASAP1-stimulated Arf1 GTP hydrolysis; Q9ULH1; GDP FP detection; inhibition, % at 16.5 µM; actives 0.19% (n = 360,000); AID 624377; in the data active = inhibition above about 25%;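 note: 0% = vehicle with enzyme and substrate and 100% = no enzyme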
Target sequence (Q9ULH1 325-724 limits assumed): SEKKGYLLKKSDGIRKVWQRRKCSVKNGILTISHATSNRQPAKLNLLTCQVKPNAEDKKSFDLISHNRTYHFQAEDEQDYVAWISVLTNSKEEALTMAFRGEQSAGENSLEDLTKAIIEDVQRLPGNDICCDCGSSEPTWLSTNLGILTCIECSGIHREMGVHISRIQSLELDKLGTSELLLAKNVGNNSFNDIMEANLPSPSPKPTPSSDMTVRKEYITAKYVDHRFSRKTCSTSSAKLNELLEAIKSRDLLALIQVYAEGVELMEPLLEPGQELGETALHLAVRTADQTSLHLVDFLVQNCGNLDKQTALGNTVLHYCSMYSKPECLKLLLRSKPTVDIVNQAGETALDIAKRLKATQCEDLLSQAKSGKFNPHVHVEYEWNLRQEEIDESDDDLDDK
ADAM17 inh – ADAM17 inhibition, QFRET primary screen | P78536 | recombinant ADAM17, EDANS/DABCYL FRET peptide cleavage | inhibition, % at 6.95 µM | AID 720648 | actives 0.83% (n = 370,000);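 active = inhibition above the mean of compounds lying between control limits plus 3 SD, set per campaign, cut at about 8.5% in these data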;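 note: 0% = DMSO-only wells as the low control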
TDP2 absorb – blocks human TDP2 phosphodiesterase activity; recombinant TDP2, T5PNP hydrolysis, p-nitrophenol absorbance 415 nm; inhibition, % at 12.8 µM; O95551; AID 720702; actives 0.34% (n = 370,000);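 active = inhibition above the mean of all tested compounds plus 3 SD, set per campaign, cut at about 25% in these data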;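 note: 0% = DMSO with enzyme and 100% = buffer with substrate but no TDP2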
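Incubation: 2 h at 37 °C; Test system: recombinant human TDP2; Quantity: enzyme 120 nM; Read-out basis: percent inhibition; Medium: 50 mM Tris-HCl pH 7.5 with Mg2+, KCl, DTT, BSA; Repeats: single replicate; Compound: 12.8 µM single point, 1% DMSO; Signal: epi absorbance; Reagent: 5 mM T5PNP chromogenic substrate; Benchmarks: no-enzyme high, DMSO-plus-enzyme low.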
DDE Tn7 FP inh – inhibitors of Tn7 peptide binding to human fibrin DD(E); FP displacement of FITC-Tn7 peptide from fibrin DD(E); 0% = median of compound wells per plate; inhibition, % at 8.3 µM; actives 0.13% (n = 370,000); AID 720508;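 active = inhibition above the mean of compounds falling within the control limits plus 3 SD of them, cut at about 14% in these data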;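 note: 0% = plate median of compound wells and 100% = 10 µM Aha-Tn7 peptide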
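Test system – human fibrin DD(E) · Times – 10 min preincubation, 3 h with tracer, room temperature · Detection – fluorescence polarization of the labelled Tn7 tracer · Measure – percent inhibition normalized to high-control wells · Benchmarks – high control wells with 10 µM unlabelled Aha-Tn7 peptide (full inhibition) · Repeats – singlicate testing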
KLK7 zymogen act – proKLK7 (human) activation, primary screen; purified proKLK7, EDANS-DABCYL substrate fluorescence; 100% is mature enzyme control, 0% vehicle; activation, % at 7 µM; actives 0.9% (n = 370,000);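 active = activation above the mean of all tested compounds plus 3 SD, computed per campaign excluding outliers beyond control limits, cut at about 13% in these data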
ADAM10 inh – inhibitors of human ADAM10; O14672; recombinant ADAM10, EDANS/DABCYL FRET peptide cleavage, 3 h; inhibition, % at 7 µM; actives 0.62% (n = 370,000);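 active = inhibition above a per-campaign cutoff equal to the mean of compounds falling between control-based bounds plus 3 SD, cut at about 20% in these data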;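 note: 0% = DMSO wells while the 100% control is not disclosed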
Target sequence (O14672 214-748 limits assumed): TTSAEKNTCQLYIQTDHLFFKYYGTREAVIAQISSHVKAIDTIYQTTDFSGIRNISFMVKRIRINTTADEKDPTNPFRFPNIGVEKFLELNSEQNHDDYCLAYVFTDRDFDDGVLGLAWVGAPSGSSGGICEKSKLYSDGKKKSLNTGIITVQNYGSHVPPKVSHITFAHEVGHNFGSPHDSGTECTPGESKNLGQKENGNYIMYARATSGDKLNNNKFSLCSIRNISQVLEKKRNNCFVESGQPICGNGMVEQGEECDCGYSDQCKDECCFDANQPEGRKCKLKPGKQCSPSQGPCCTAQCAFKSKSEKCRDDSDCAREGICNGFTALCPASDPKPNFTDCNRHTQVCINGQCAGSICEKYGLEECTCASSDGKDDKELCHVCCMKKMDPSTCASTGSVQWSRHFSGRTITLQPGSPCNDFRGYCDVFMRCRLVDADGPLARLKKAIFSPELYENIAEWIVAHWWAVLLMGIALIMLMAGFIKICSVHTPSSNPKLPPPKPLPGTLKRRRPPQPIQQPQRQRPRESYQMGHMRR
PLCg1 inh – PLC-gamma1 (human) inhibition, primary screen; P19174; purified PLC-gamma1, fluorogenic substrate, fluorescence; inhibition, % at 12.2 µM; actives 0.84% (n = 370,000); AID 720700; in the data active = inhibition above about 9.5%
Tn6 DDE FP – DD(E)-Tn6 binding inhibition, primary FP screen | inhibition, % at 8.3 µM | Fibrin DD(E) TRITC-Tn6 fluorescence polarization displacement | actives 0.21% (n = 370,000);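 active = inhibition above a per-campaign cutoff: mean of compounds within control limits plus 3 SD, cut at about 15% in these data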;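 note: 0% = median of all compound wells on the plate and 100% = blocking peptide control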
LEDGF integ inh – blocks HIV-1 LEDGF/p75-dependent DNA integration. AID 743269. actives 0.64% (n = 370,000). TR-FRET IN-LEDGF/p75 DNA integration, Eu/Cy5. inhibition, % at 3.7 µM;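 active = inhibition above the screen-wide mean plus 3 SD, cut at about 13% in these data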;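 note: signal is the Cy5 over europium emission ratio at 671 and 618 nm; 0% = plate median of compound wells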
Numbers without * were called inactive; x = no result given.

SMILES	ARFGAP1 inh	ASAP1 GAP inh	ADAM17 inh	TDP2 absorb	DDE Tn7 FP inh	KLK7 zymogen act	ADAM10 inh	PLCg1 inh	Tn6 DDE FP	LEDGF integ inh
COC(=O)CSc1nnc(CSc2nc(C)cc(C)n2)n1Cc1ccco1	-3	-8	-3	10	-4	0.6	3	1	0	-3
N#Cc1nc(COc2ccc(Br)cc2)oc1NCCN1CCOCC1	-4	-12	-3	7	2	-0.8	-4	-1	1	-1
Cc1ccc(-c2nc(NCc3cccnc3)c3ccccc3n2)cc1	2	5	0	-1	2	0.3	4	-9	2	0
COc1cc(C)ccc1NC(=O)c1ccc(S(=O)(=O)N2CCOCC2)cc1	-2	6	-1	6	6	-0.4	-3	1	-1	-1
C[C@H](CO)N1C[C@H](C)[C@H](CN(C)C(=O)c2ccccc2)OCc2cnnn2CCCC1=O	8	-9	-2	-2	-4	0.9	-3	2	8	1
COc1ccccc1N1CCN(C(=O)NC23CC4CC(CC(C4)C2)C3)CC1	-15	-3	-4	10	5	-0.6	6	-2	5	-4
c1ccc(Cc2nn3c(Cn4cnc5ccccc54)nnc3s2)cc1	0	2	-2	5	0	1.1	0	-1	0	-1
Cc1ccc(C(=O)Oc2coc(CSc3nnc(NC(=O)c4cccs4)s3)cc2=O)cc1C	-2	-3	5	-7	-7	0.4	5	-6	5	2
O=C(CSc1ccccc1)Nc1cccc(NC(=O)c2ccco2)c1	-1	6	-4	-5	2	-0.4	-4	0	6	16*
CCN(CC(=O)NCc1ccc(F)cc1)C(=O)Cc1c(F)cccc1Cl	4	1	-3	4	-1	0.4	1	2	-9	1
CC(C)C[C@H]1CN=C(N(C)C)N1CC(C)C	3	6	-5	-4	8	-0.3	4	1	4	2
O=C(NC(=S)Nc1ccc2c(c1)OCCO2)c1ccc(F)cc1Cl	14	-5	2	1	1	-0.2	1	5	-1	3
Fc1ccc(-c2cc(-c3nnc4sc(-c5cccs5)nn34)[nH]n2)cc1	x	x	-7	0	-6	-1.9	-20	-4	0	-1
CCN(CC(=O)Nc1ccc2c(c1)OCCO2)S(=O)(=O)c1ccc(F)cc1	13	2	0	0	-3	-0.6	7	3	-3	-2
Cc1ccc(N2C(=O)CC(Cc3cccc(C)c3)C2=O)cc1 (centres undefined)	-8	5	-2	3	-3	-0.3	-14	2	-5	-3
COc1cccc(C(=O)OCC(=O)Nc2cc(C)c(C)cc2[N+](=O)[O-])c1	9	18	-2	1	4	-0.2	0	0	-2	-2
O=C(NC(c1ccc(Cl)cc1)c1ccsc1)C1CCN(Cc2cccc(Cl)c2)CC1 (centres undefined)	9	8	4	-9	-6	0.0	-4	5	-4	4
COc1ccc(C)cc1NC(=O)CSc1nnc(CC(=O)Nc2cccc(C(F)(F)F)c2)n1C	-3	3	-4	-1	10	0.3	2	0	5	-1
CC[N+](CC)(CC#Cc1ccccc1)CC#Cc1ccccc1	-8	-7	-1	-7	-1	-0.1	-6	5	2	-1
CCN(CC(=O)Nc1cc(C)nn1-c1nc(C)cc(C)n1)Cc1ccccc1	3	9	1	-2	-1	-1.1	-3	2	-2	3
O=C(NCC1CCN(Cc2ccccc2F)CC1)Nc1ccccc1F	1	-3	-3	10	2	0.4	-3	1	6	-2
Cc1cc(NC(=O)c2cnn3c(C(F)F)cc(C4CC4)nc23)no1	0	-3	0	-1	-4	0.2	9	3	-6	6
CCCCn1nnnc1SCC(=O)NNC(=O)C1CCCCC1	14	12	-5	9	-5	-0.2	-4	1	-6	-2
Cc1c(SCCO)c(=O)[nH]c2cc3c(cc12)OCO3	7	-3	-115	6	11	0.9	-381	-24	7	-3
NC(=O)c1sc2nc3c(c(-c4ccco4)c2c1N)CCC3	-10	-4	-13	26*	1	0.9	-36	-33	6	43*
COc1cc2c(cc1OC)C(c1ccccc1Cl)N(C)CC2 (centres undefined)	10	9	-2	-5	-3	1.2	1	-12	5	-1
O=C(CCCC(=O)c1ccc(F)cc1)c1ccc(F)cc1	-11	10	2	-20	-6	0.2	8	4	0	9
COc1cccc(-c2nc3ccc([N+](=O)[O-])cc3o2)c1	2	-4	-6	7	9	-0.6	3	-4	-1	0
COc1ccc(/C=N/NC(=O)CN2CCN(Cc3ccccc3)CC2)cc1Br	0	-5	-4	0	-3	0.1	-6	3	0	-1
CCOC(=O)CC1(NC(=O)c2cc(COc3c(F)cccc3F)on2)CCCCC1	3	13	4	-25	-8	0.5	17	5	2	3
CC1CCCCC1NC(=O)CN(C)S(=O)(=O)c1cccc2nsnc12 (centres undefined)	-4	-7	-1	3	0	0.0	6	2	3	3
O=[N+]([O-])c1ccc(S(=O)(=O)Nc2nc3ccccc3nc2Nc2ccccc2)cc1	-8	-16	2	-4	0	-0.6	6	4	4	1
COCCN1C(=O)C(=O)/C(=C(/O)c2ccc(C)cc2)C1c1ccccn1 (centres undefined)	8	9	7	7	5	0.2	3	2	-1	-1
CCC/C(=N\NC(=O)c1ccccc1C)c1ccccc1	1	-2	2	-10	-2	-0.3	11	5	0	-1
COc1cccc(-c2nc(-c3ccccn3)no2)c1	2	-6	-1	-10	5	1.0	-9	-4	3	-1
c1ccc(N2CCOCC2)c(Nc2nc3ccccc3n3cnnc23)c1	-1	-4	-3	-2	10	0.4	-24	-8	5	2
CCOc1ccc2oc(C(=O)NNC(=O)c3csc(N4CCOCC4)n3)c(C)c2c1	-2	18	-11	12	7	0.3	-40	-21	-6	0
O=C(Nc1ccccc1N1CCCCC1)c1cc(S(=O)(=O)N2CCOCC2)ccc1Cl	1	11	-2	2	5	0.6	-3	2	-5	-1
COCCCNC(=O)/C=C/[C@H]1O[C@@H](n2cnc3c(NC(=O)c4ccccc4)ncnc32)[C@H](O)[C@@H]1O	0	-4	-1	-1	5	-0.6	-13	1	-3	-2
COc1ccc(-c2nnc(SCC(=O)Nc3cccc(Cl)c3)o2)cc1	-1	0	0	4	1	0.2	6	2	-8	0
COc1ccc(CN2CCNC(=O)C2CC(=O)N(C)Cc2ccon2)cc1OC (centres undefined)	1	0	-1	-5	7	0.2	-8	-8	5	-1
O=C(N/N=C/c1ccc2c(c1)OCO2)C(=O)Nc1ccccc1	-1	-5	-1	8	-2	0.0	-6	3	4	3
CN(C)/C=C/C1=CC(=O)CC(C)(C)C1	1	-20	-2	-2	10	0.1	0	-8	-1	-3
CCCC[C@@H]1Cc2[nH][nH]c(=O)c2[C@H](c2cccc3ccccc23)O1	8	0	2	0	0	-0.3	1	1	-3	3
COc1ccc(C2C(C#N)=C(N)Oc3c2sc2nc(C)cc(C)c32)cc1 (centres undefined)	4	9	-27	7	-8	-0.9	-71	-52	-8	6
OCc1ccnc2oc3ccccc3c12	6	4	-3	-8	1	0.5	-4	0	0	-2
CC12CC3(C)CC(C)(C1)CC(NC(=O)N1CCCC1)(C2)C3	-8	2	-2	6	-5	0.0	-1	1	-2	2
Cc1nnc(NC(=O)c2ccco2)s1	2	-3	0	0	-4	-0.8	4	3	0	0
CC(C)(C)C(=O)Nc1ccc(-c2cc3cc(Cl)ccc3o2)cc1	14	-6	-6	-4	3	-0.4	-4	-6	-6	-2
CCC(=O)N1Cc2cc(C(=O)NCCOC)nc(-c3cccc(-c4ccc(C#N)cc4)c3)c2[C@H]1CCO	-7	3	0	6	8	0.8	-3	1	4	2

An excerpt of these results, bar-delimited:
Structure | ARFGAP1 inh | ASAP1 GAP inh | ADAM17 inh | TDP2 absorb | DDE Tn7 FP inh | KLK7 zymogen act | ADAM10 inh | PLCg1 inh | Tn6 DDE FP | LEDGF integ inh
O=C(Nc1ccccc1N1CCCCC1)c1cc(S(=O)(=O)N2CCOCC2)ccc1Cl | 1 | 11 | -2 | 2 | 5 | 0.6 | -3 | 2 | -5 | -1
COCCCNC(=O)/C=C/[C@H]1O[C@@H](n2cnc3c(NC(=O)c4ccccc4)ncnc32)[C@H](O)[C@@H]1O | 0 | -4 | -1 | -1 | 5 | -0.6 | -13 | 1 | -3 | -2
COc1ccc(-c2nnc(SCC(=O)Nc3cccc(Cl)c3)o2)cc1 | -1 | 0 | 0 | 4 | 1 | 0.2 | 6 | 2 | -8 | 0
COc1ccc(CN2CCNC(=O)C2CC(=O)N(C)Cc2ccon2)cc1OC (centres undefined) | 1 | 0 | -1 | -5 | 7 | 0.2 | -8 | -8 | 5 | -1
O=C(N/N=C/c1ccc2c(c1)OCO2)C(=O)Nc1ccccc1 | -1 | -5 | -1 | 8 | -2 | 0.0 | -6 | 3 | 4 | 3
CN(C)/C=C/C1=CC(=O)CC(C)(C)C1 | 1 | -20 | -2 | -2 | 10 | 0.1 | 0 | -8 | -1 | -3
CCCC[C@@H]1Cc2[nH][nH]c(=O)c2[C@H](c2cccc3ccccc23)O1 | 8 | 0 | 2 | 0 | 0 | -0.3 | 1 | 1 | -3 | 3
COc1ccc(C2C(C#N)=C(N)Oc3c2sc2nc(C)cc(C)c32)cc1 (centres undefined) | 4 | 9 | -27 | 7 | -8 | -0.9 | -71 | -52 | -8 | 6
OCc1ccnc2oc3ccccc3c12 | 6 | 4 | -3 | -8 | 1 | 0.5 | -4 | 0 | 0 | -2
CC12CC3(C)CC(C)(C1)CC(NC(=O)N1CCCC1)(C2)C3 | -8 | 2 | -2 | 6 | -5 | 0.0 | -1 | 1 | -2 | 2
Cc1nnc(NC(=O)c2ccco2)s1 | 2 | -3 | 0 | 0 | -4 | -0.8 | 4 | 3 | 0 | 0
CC(C)(C)C(=O)Nc1ccc(-c2cc3cc(Cl)ccc3o2)cc1 | 14 | -6 | -6 | -4 | 3 | -0.4 | -4 | -6 | -6 | -2
CCC(=O)N1Cc2cc(C(=O)NCCOC)nc(-c3cccc(-c4ccc(C#N)cc4)c3)c2[C@H]1CCO | -7 | 3 | 0 | 6 | 8 | 0.8 | -3 | 1 | 4 | 2
